CAL PDZ FP-1 – blocks peptide binding to human CAL PDZ domain. AID 504414. inhibition, % at 20 µM. purified CAL PDZ, TMR-peptide fluorescence polarization, 1 h. Q9HD26. 330,000 tested, 0.02% active;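 active = highest replicate inhibition of at least 40%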;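 note: plate controls were DMSO neutral control wells for no effect and unlabeled competitor peptide control wells for full effect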
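System: purified tagged CAL PDZ domain construct (CerCALP). Schedule: 1 h incubation at room temperature before polarization reading. Medium: 25 mM sodium phosphate pH 7.4, 150 mM NaCl, TCEP, IgG, Thesit. Read-out: percent inhibition from loss of millipolarization. Measured by: FP readout, S and P plane fluorescence. Probe or stimulus: fluorescent TMR peptide probe.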
AddAB inh – less growth of phage-infected E. coli with AddAB | 330,000 tested, 0.29% active | inhibition, % at 11.9 µM | E. coli expressing H. pylori AddAB, absorbance growth; in the data active = inhibition above about 12%;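 note: 0% = vehicle wells of infected cells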
SR-BI uptake up – SR-BI HDL lipid transfer activation | activation, % at 12.5 µM | AID 504775 | CHO ldlA[mSR-BI] cells, DiI-HDL uptake fluorescence, 3 h; 100 = double the neutral-control signal | 320,000 tested, 0.096% active;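 active = mean replicate activation of at least 60% and every replicate at or above 60%; inconclusive = mean or all-replicate condition met, but not both; inactive = mean below 60% and not all replicates reaching 60%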;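 note: 0% = median plate neutral-control signal and 100% = twice that signal; values of inactives mirror those of a sister screen read the other way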
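Test system: SR-BI-overexpressing, LDLR-lacking CHO cells; Medium: Ham's F12 with 0.5% BSA, HEPES 25 mM, pH 7.4; Schedule: 3 h, 37 °C; Technique: bottom-read fluorescence, 550/595 nm.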
CAL PDZ FP-2 – CAL PDZ (human) peptide binding inhibition; Q9HD26; purified CAL PDZ, TMR-peptide fluorescence polarization, 1 h; inhibition, % at 24.9 µM; 300,000 tested, 0.92% active; AID 602252;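 active = mean inhibition of at least 30% with at least half of replicates also reaching 30%; inconclusive = no clear call, values can overlap the other calls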;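 note: 0% = DMSO neutral control and 100% = excess unlabeled competitor peptide PRC23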
Wnt bcat act – activators of Wnt/beta-catenin signaling | Wnt/beta-catenin reporter cell assay, activator, plate reader | activation, % at 9.35 µM | 300,000 tested, 1.2% active; in the data active = activation above about 30%, passing the limit was not always enough; inconclusive = no clear call, values can overlap the other calls;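 note: 0% = neutral control wells and 100% = positive control wells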
MITF TRPM1 HTS – increases MITF-driven TRPM1 promoter luciferase signal; SK-MEL-5 TRPM1-promoter luciferase, 24 h; % of positive control, neutral wells = 0; AID 588334; activation, % at 12.5 µM; 300,000 tested, 0.75% active;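 active = mean activation of at least 80% with every replicate also reaching 80%; inconclusive = mean reaches 80% but some replicate falls short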;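 note: 0% = neutral control wells and 100% = parthenolide positive control wells; values of inactives mirror those of a sister screen read the other way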
phage Ecoli inh – E. coli growth loss with phage present. growth absorbance. inhibition, % at 11.9 µM. 360,000 tested, 0.26% active; in the data active = inhibition above about 11%
SR-BI DiI inh – inhibitors of mouse SR-BI mediated HDL lipid uptake; ldlA[mSR-BI] CHO cells, DiI-HDL uptake fluorescence, 3 h; inhibition, % at 12.5 µM; 320,000 tested, 0.96% active; AID 488896;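 active = mean replicate inhibition of at least 70% and a set share of replicates each scoring 70 or more; inconclusive = meets just one of the two criteria; inactive = fails both criteria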;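 note: 0% = median of neutral control wells and 100% = median of positive control wells; values of inactives mirror those of a sister screen read the other way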
Target sequence (Q61009 whole entry, looked up): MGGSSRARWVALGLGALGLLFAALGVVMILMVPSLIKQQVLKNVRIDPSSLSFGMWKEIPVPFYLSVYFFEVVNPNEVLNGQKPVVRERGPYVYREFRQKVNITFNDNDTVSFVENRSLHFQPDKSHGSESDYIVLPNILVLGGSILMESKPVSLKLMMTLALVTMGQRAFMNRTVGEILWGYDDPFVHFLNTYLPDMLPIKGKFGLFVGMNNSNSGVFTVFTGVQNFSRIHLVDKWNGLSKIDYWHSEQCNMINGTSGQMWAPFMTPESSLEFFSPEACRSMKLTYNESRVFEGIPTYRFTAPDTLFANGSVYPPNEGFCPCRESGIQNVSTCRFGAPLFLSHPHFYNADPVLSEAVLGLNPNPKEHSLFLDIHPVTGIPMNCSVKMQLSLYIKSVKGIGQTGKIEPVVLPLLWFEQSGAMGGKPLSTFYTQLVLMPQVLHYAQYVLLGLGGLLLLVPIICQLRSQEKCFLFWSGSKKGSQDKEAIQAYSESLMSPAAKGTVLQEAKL
E coli growth – bacterial growth inhibition, counter-screen for AddAB inhibitors; 330,000 tested, 0.27% active; inhibition, % at 11.9 µM; E. coli V3065 growth, OD600 absorbance, 18 h;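 active = inhibition above the campaign's mean inhibition across all tested compounds plus 3 SD, cut at about 9.9% in these data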;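 note: uninfected addAB+ strain grown without phage in ampicillin broth; 0% = DMSO wells and 100% = ciprofloxacin 0.95 µg/ml wells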
Tat transport – blocks Tat-dependent protein export in E. coli; E. coli MC4100 TorA-mCherry Tat export, fluorescence; inhibition, % at 10 µM; 340,000 tested, 0.036% active; AID 488895;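 active = mean replicate inhibition at least 50% and at least half of replicates individually reaching 50%; inconclusive = only one of the two criteria met; inactive = neither criterion met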;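 note: exported cargo escapes ClpAP degradation while cytoplasmic cargo is degraded and loses fluorescence; 0% = median of neutral control wells and 100% = median of NaSCN control wells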
* hit, by the source's call; ? = inconclusive; nt = not tested or not shown. Outcome played no part in choosing rows; any-hit rate near 3.6%.

SMILES	CAL PDZ FP-1	AddAB inh	SR-BI uptake up	CAL PDZ FP-2	Wnt bcat act	MITF TRPM1 HTS	phage Ecoli inh	SR-BI DiI inh	E coli growth	Tat transport
O=C(N/N=C/c1ccccc1O)c1ccncc1	-0.7	-0.8	-48	2	-4	-14	1.8	48	-3.1	-9
C=CCN(CC=C)C(=S)Nc1ccccc1	0.2	0.6	0	0	nt	6	3.8	0	-1.5	-4
COc1ccc(NC(=O)C2CCN(C(=O)NCc3ccccc3)CC2)cc1	0.5	2.6	26	2	-3	-1	-1.8	-26	-0.5	-2
Cc1sc2nc(CSCC(=O)NC(C)(C)C)[nH]c(=O)c2c1C	0.1	3.4	-7	-5	-2	18	-1.2	7	1.0	-14
Cn1nc(-c2ccc(OCC(=O)Nc3cccnc3)cc2)c2ccccc2c1=O	nt	1.3	3	-3	-1	nt	0.5	-3	-4.0	2
CC(C)CC(=O)NC(NC(=S)Nc1cccc2cccnc12)C(Cl)(Cl)Cl (stereo not drawn)	-0.7	-1.0	-67	-1	nt	-16	1.2	67	0.8	-1
OCCC1CN(Cc2ccc3nsnc3c2)CCN1CCc1ccccc1 (stereo not drawn)	-3.2	2.2	3	-20	-8	-5	2.9	-3	1.4	0
CC1SC(c2cccc(Cl)c2)NC1=O (stereo not drawn)	-0.7	4.7	11	-2	0	-10	2.8	-11	-0.6	8
CCC(=O)N1CCc2cc(S(=O)(=O)NCCC(=O)N3CCN(c4ccccc4)CC3)ccc21	-2.1	1.4	1	1	3	6	0.2	-1	-0.8	0
O=C(NCCCn1ccnc1)C1CCN(S(=O)(=O)c2ccc(F)cc2)CC1	-0.7	2.4	nt	-1	-1	nt	0.1	nt	0.4	7
CCn1c(SC/C=C/c2ccccc2)nnc1-c1cccs1	-0.2	0.6	-11	nt	nt	0	1.8	11	1.1	-4
CC(C)c1onc(C(=O)N2CCN(Cc3ccccc3)CC2)c1[N+](=O)[O-]	-0.7	3.3	-1	nt	-2	-4	3.8	1	1.7	7
Cc1ccc(NC(=O)CN(C)CC(=O)Nc2ccc(F)c(F)c2F)c(Cl)c1	0.2	5.1	4	-3	-1	-1	1.7	-4	-1.9	3
CN(Cc1ccccc1)Cc1ccccc1F	-1.4	0.5	30	-2	nt	nt	1.6	-30	-2.0	-2
CN1CCN(C(=O)/C=C/c2ccc3c(c2)OCO3)CC1	-3.2	2.1	35	-4	0	5	3.3	-35	-0.8	-1
COc1ccc(-c2cc(C(=O)Nc3ccc(S(N)(=O)=O)cc3)c3ccccc3n2)cc1OC	-1.0	-0.3	-54	6	1	nt	0.1	54	-1.0	-9
CCN(CC)CCNC(C(=O)Nc1ccc([N+](=O)[O-])cc1Br)c1ccccc1 (stereo not drawn)	0.8	1.7	6	1	-5	16	-0.1	-6	2.2	6
CCSc1nnc(NC(=O)CSC2=NN3CCCC(=O)N=C3S2)s1	0.5	0.7	9	-1	0	-16	5.6	-9	-0.1	4
C1=C[C@H]2CC[C@@H]1N(c1ccccc1)O2	-0.5	0.6	-8	-7	3	5	3.1	8	1.2	-3
CCOC(=O)C1C(=O)NC(N2CCN(c3ccccc3)CC2)=NC1c1ccco1 (stereo not drawn)	0.1	0.5	7	-2	nt	-2	0.5	-7	-1.4	-2
CCOC(=O)CN1C(=O)SC(CC(=O)Nc2nccs2)C1=O (stereo not drawn)	-3.1	2.4	11	-4	nt	-9	3.1	-11	-0.8	-3
Cc1ccc(NC(=O)c2ccc(NS(=O)(=O)c3cccc4cccnc34)cc2)cc1	-0.5	5.0	-8	-2	nt	-1	nt	8	1.5	3
CCOc1ccc(NC(=O)CCS(=O)(=O)c2ccc(C)cc2)cc1	-1.0	-0.3	-13	-2	1	7	-2.3	13	-2.5	6
CCN(c1ccc(OC)cc1)S(=O)(=O)c1nnc(NC(=O)c2ccco2)s1	-2.6	3.7	14	1	0	-3	-0.3	-14	-0.2	-10
CC(C1CC1)N(C(=O)NC1CCS(=O)(=O)C1)c1ccccc1 (stereo not drawn)	0.0	-0.2	25	-23	nt	0	-1.4	-25	0.2	-4
Later entries.
SMILES	CAL PDZ FP-1	AddAB inh	SR-BI uptake up	CAL PDZ FP-2	Wnt bcat act	MITF TRPM1 HTS	phage Ecoli inh	SR-BI DiI inh	E coli growth	Tat transport
COc1cccc(NC(=O)Cc2ccc(C)cc2)c1	nt	2.7	32	-5	9	24	2.8	-32	0.8	0
CCCC(=O)Nc1nc(C(=O)OCC)cs1	-1.2	0.6	-7	1	6	-1	-3.0	7	2.2	1
CC(C)Cn1c(N)c(C(=O)NCc2cccs2)c2nc3ccccc3nc21	-1.2	3.2	-27	4	nt	nt	0.3	27	0.2	17
COc1ccc(/C=C2\SC(=S)N(NS(=O)(=O)c3ccccc3)C2=O)c(OC)c1	-3.9	nt	9	-3	0	18	1.3	-9	nt	7
O=C1c2ccccc2C(=O)N1CC1=CCS(=O)(=O)C1	-0.3	4.1	18	-4	nt	-4	1.3	-18	-0.7	10
NC(=O)C1CCN(C(=O)C2CCN(C(=O)Nc3ccccc3)CC2)CC1	-0.6	nt	18	-5	-1	-6	5.1	-18	nt	-8
Cc1ccc(NC(=O)c2sc(N)nc2-c2ccc([N+](=O)[O-])cc2)c(C)c1	-0.1	-0.1	-1	2	-10	15	2.5	1	-1.6	-5
CCN(c1ccccc1)S(=O)(=O)c1cc(NC(=O)COC(=O)C2CC2)ccc1Cl	-0.6	0.3	-17	nt	1	9	1.7	17	0.2	8
[N-]=[N+]=CC(=O)C(Cc1ccccc1)N1C(=O)c2ccccc2C1=O (stereo not drawn)	0.1	4.5	11	2	-1	-9	1.5	-11	-0.6	0
c1ccc2c(c1)nnn2CNc1nccs1	-1.4	2.3	13	24	nt	8	1.6	-13	0.3	5
COc1ccccc1N1CCN(C(=O)CSc2nc3ccccc3[nH]2)CC1	-0.4	0.8	-12	8	-2	12	2.4	12	-0.1	-2
O=C(COC(=O)c1cc(-c2cccc3ccccc23)nc2ccccc12)NC1CCS(=O)(=O)C1 (stereo not drawn)	-1.7	2.4	-10	-3	-2	-8	2.1	10	2.4	24
COc1cccc(NC(=O)CSc2ccccn2)c1	-0.1	1.4	39	-2	nt	nt	1.6	-39	0.2	-1
Cc1nc(NC(=O)c2ccc(Br)o2)ccc1Br	-3.7	nt	6	-1	0	21	4.9	-6	nt	-1
CC(C)CN(CC(C)C)C(=O)Nc1ccccc1F	-2.5	1.7	-13	-4	nt	-5	3.4	13	0.1	3
CCc1ccc(N2CC(C(=O)OCC(=O)c3c(N)n(CC(C)C)c(=O)n(C)c3=O)CC2=O)cc1 (stereo not drawn)	-1.5	-2.6	-19	0	-1	-7	5.9	19	-1.3	-5
O=C(Nc1cccc(S(=O)(=O)N2CCCC2)c1)c1cc(-c2ccccn2)nc2ccccc12	-3.0	3.3	-79	nt	-3	25	-0.1	?	-1.3	-4
Cc1cc(C)n(C(=O)CNc2ccccc2Cl)n1	-1.2	4.7	2	-3	nt	0	3.5	-2	2.7	6
COCCN(Cc1cc2ccc(C)c(C)c2nc1Cl)C(=O)N1CCOCC1	-0.4	3.2	-9	nt	-1	0	2.6	9	1.9	-4
Cn1c(=N)n(CC(=O)c2ccccc2)c2ccccc21	nt	0.2	nt	nt	2	nt	0.7	nt	-1.3	nt
CCOC(=O)CCC(=O)N1CCOCCOCCN(C(=O)CCC(=O)OCC)CCOCCOCC1	nt	-0.6	-14	-4	-3	nt	2.0	14	-2.0	-2
COc1ccc(N=c2oc3ccc(OC)cc3cc2-c2nc3ccccc3[nH]2)cc1	-0.8	1.4	-54	-3	nt	0	1.9	54	-2.0	-10
CN1CCC(=NNC(=O)CN(c2ccc(Oc3ccccc3)cc2)S(C)(=O)=O)CC1	-1.4	2.8	21	-2	-4	24	3.3	-21	-0.3	-5
COc1ccc(N2CCN(C(=O)CSc3ncnc4scc(-c5ccc(C)cc5)c34)CC2)cc1	-0.5	5.8	-46	-8	-3	-11	1.2	46	0.6	14
CCN(C1CCCCC1)S(=O)(=O)c1ccc(C(=O)O)cc1	-2.0	-1.6	19	-1	nt	2	2.6	-19	-1.9	4
Next part
SMILES	CAL PDZ FP-1	AddAB inh	SR-BI uptake up	CAL PDZ FP-2	Wnt bcat act	MITF TRPM1 HTS	phage Ecoli inh	SR-BI DiI inh	E coli growth	Tat transport
O=C(CSc1cccc[n+]1[O-])c1ccccc1Br	-0.7	2.6	7	nt	3	17	0.7	-7	-0.7	-9
O=C(Nc1ccc(S(=O)(=O)N2CCOCC2)cc1)c1ccc(Cl)c([N+](=O)[O-])c1	-0.8	nt	-17	-4	-2	nt	3.6	17	nt	1
Cc1ccc(NC(=O)COC(=O)c2ccc(NC(=O)CC#N)cc2)cc1S(=O)(=O)N1CCOCC1	-2.3	-0.4	-27	nt	-1	-3	0.3	27	0.8	-2
CCOc1cc(C(=O)OCC(=O)Nc2ncc(Cl)c(C)c2Cl)ccc1OCC(=O)N1CCOCC1	0.2	4.0	-6	10	-2	-3	4.3	6	-0.7	-11
CC(=O)N(CN1C(=O)CCC1=O)c1ccc(Cl)c(Cl)c1	-0.4	-1.4	5	nt	0	-29	2.9	-5	-2.7	-8
CCOC(=O)c1c2n(c3ccc(OC(C)=O)cc13)CCC2	-1.0	-3.7	12	nt	-1	8	2.6	-12	0.9	-7
COC(=O)C(C)Oc1ccc(-c2nccc(-c3ccc(F)cc3)n2)cc1 (stereo not drawn)	-0.7	-2.1	7	-4	4	-8	1.3	-7	-1.1	3
CC(C)N1CC(C(=O)Nc2ccc(F)c(Cl)c2)CC1=O (stereo not drawn)	-1.4	-1.4	2	nt	-1	nt	-1.2	-2	-1.0	-6
C/C(Nc1ccc(C)cc1)=C(/C#N)C(N)=O	-0.9	0.5	8	nt	2	30	0.7	-8	0.2	-6
CCOc1ccc(CCNC(=O)c2cccc(-n3cnnn3)c2)cc1OCC	0.3	2.2	-17	nt	-2	-8	1.3	17	2.5	-2
COc1ccc(C(=O)Nc2ccc(N3CCN(C)CC3)cc2)cc1OC	-0.5	1.4	-7	-2	7	nt	-0.7	7	-0.9	-7
O=C(NCC1CCCO1)c1cc(-c2ccccc2)nc2ccc(Br)cc12 (stereo not drawn)	-0.5	-0.8	nt	-7	5	23	2.0	49	3.3	3
Cc1c(O)ccc2c(=O)c(-c3nncn3-c3ccccc3)coc12	0.1	2.4	0	nt	0	-10	2.0	0	0.9	-9
O=C(O)c1ccccc1SCC(=O)N1c2ccccc2Sc2ccccc21	-4.0	-0.2	-7	-4	4	-14	3.7	7	-1.6	-6
